Ecoli viability: counter-screen for AddAB inhibitors: E. coli growth inhibition; E. coli V3065 growth, OD600 absorbance, 18 h; inhibition, % at 11.9 µM; hit rate 0.27% among 330,000; AID 449728;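 active = inhibition above the campaign's mean inhibition across all tested compounds plus 3 SD, cut at about 9.9% in these data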;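 also: uninfected addAB+ strain grown without phage in ampicillin broth; 0% = DMSO wells and 100% = ciprofloxacin 0.95 µg/ml wells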
Pemphigus Ab inh: human desmoglein-3 autoantibody binding inhibition | DSG3-coupled beads, scFv-anti-DSG3-GFP binding, flow cytometry; hits give low values | binding (percent of control), % at 10 µM | hit rate 0.48% among 310,000 | AID 588358;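 active = binding more than 3 SD below its plate's average and above zero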;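 also: hits lower antibody fragment binding to DSG3; some compounds called inactive have numbers as strong as hits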
Target sequence (P32926 whole entry, looked up, the tested form may be a part): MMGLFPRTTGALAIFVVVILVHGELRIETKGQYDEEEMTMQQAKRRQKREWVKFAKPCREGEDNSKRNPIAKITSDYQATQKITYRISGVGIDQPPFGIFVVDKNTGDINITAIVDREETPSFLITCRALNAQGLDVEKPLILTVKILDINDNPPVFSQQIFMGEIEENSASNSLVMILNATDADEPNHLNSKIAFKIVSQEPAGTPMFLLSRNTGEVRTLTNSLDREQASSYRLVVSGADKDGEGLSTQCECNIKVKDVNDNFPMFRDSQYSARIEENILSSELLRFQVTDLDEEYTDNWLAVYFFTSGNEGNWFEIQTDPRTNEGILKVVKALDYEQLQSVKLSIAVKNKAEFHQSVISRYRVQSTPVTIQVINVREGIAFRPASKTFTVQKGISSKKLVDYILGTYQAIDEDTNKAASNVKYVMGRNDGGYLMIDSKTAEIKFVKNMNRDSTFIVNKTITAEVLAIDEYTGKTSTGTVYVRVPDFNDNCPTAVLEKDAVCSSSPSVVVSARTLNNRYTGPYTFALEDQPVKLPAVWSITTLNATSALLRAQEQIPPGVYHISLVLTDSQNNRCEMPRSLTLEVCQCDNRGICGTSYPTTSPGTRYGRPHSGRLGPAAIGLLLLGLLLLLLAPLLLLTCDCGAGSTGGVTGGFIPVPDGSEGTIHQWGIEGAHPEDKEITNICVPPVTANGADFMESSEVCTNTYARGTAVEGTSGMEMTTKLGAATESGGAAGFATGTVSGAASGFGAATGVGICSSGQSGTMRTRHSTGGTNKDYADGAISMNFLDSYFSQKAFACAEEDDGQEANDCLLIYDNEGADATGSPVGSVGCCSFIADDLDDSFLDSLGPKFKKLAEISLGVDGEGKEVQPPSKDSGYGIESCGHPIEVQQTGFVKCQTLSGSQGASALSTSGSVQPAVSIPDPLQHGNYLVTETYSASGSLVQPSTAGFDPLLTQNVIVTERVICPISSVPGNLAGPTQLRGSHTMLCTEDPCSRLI
PfHsp90 set2: growth inhibition of yeast expressing Plasmodium Hsp90; S. cerevisiae expressing PfHsp90, BacTiter-Glo ATP, 48 h; yeast lacking PDR1 and PDR3 efflux regulators; AID 504621; inhibition, % at 9.4 µM; hit rate 0.32% among 310,000;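 active = every replicate shows inhibition above about 80%, whatever the replicate mean, limit read from the data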;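 also: 0% = DMSO neutral controls and 100% = 20 µM radicicol positive controls; yeast relying on Plasmodium falciparum Hsp90 in place of its own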
OPRM1-OPRD1 ag: agonists of human mu-delta opioid receptor heterodimerization; cells, OPRM1-OPRD1 heterodimerization, luminescence; activation, % at 9.3 µM; hit rate 0.3% among 340,000; in the data active = activation above about 18%;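 also: 0% = vehicle-treated cells and 100% = reference agonist; values of inactives mirror those of a sister screen read the other way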
AddAB inh: less growth of phage-infected E. coli with AddAB | E. coli expressing H. pylori AddAB, absorbance growth | inhibition, % at 11.9 µM | hit rate 0.29% among 330,000; in the data active = inhibition above about 12%;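 also: 0% = vehicle wells of infected cells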
Tat export inh: blocks Tat-dependent protein export in E. coli | inhibition, % at 10 µM | E. coli MC4100 TorA-mCherry Tat export, fluorescence | hit rate 0.036% among 340,000;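 active = mean replicate inhibition at least 50% and at least half of replicates individually reaching 50%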;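 also: exported cargo escapes ClpAP degradation while cytoplasmic cargo is degraded and loses fluorescence; 0% = median of neutral control wells and 100% = median of NaSCN control wells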
phage Ecoli inh: E. coli growth loss with phage present; AID 651602; growth absorbance; inhibition, % at 11.9 µM; hit rate 0.26% among 360,000; in the data active = inhibition above about 11%
MOR-DOR inv ag: inverse agonists of human mu-delta opioid receptor heterodimerization. P35372+P41143. cell-based MOR-DOR heterodimer luminescence, inverse agonism. hit rate 0.21% among 340,000. inhibition, % at 9.3 µM; in the data active = inhibition above about 22%, passing the limit was not always enough;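 also: 0% = cells with DMSO and 100% = wells without cells with DMSO; values of inactives mirror those of a sister screen read the other way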
SUMO Mot1 rescue: inhibitors of SUMOylation pathway: yeast Mot1-301 growth rescue. S. cerevisiae Mot1-301 growth rescue, ATP luminescence, 38.5C; percent above DMSO median, 100 means doubled. growth rescue, % at 18.8 µM. hit rate 1% among 320,000;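 active = every valid replicate shows activation above 250% relative to neutral control wells; inactive = the rest, any valid replicate at or below 250%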;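 also: OY570 slx delta 5 strain wells were the positive control but not used for scaling; some compounds called inactive have numbers as strong as hits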
Arr AP2 block: blocks beta-arrestin peptide binding to AP2 adaptin; FITC-arrestin peptide / GST-AP2 beads, flow cytometry; AP2 beta2 appendage carries R879A mutation; inhibition, % at 10 µM; hit rate 0.31% among 340,000; AID 504490;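 active = inhibition above a set limit, near 3 SD of compounds lacking own fluorescence, cut at about 54% in these data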;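 also: plate controls were DMSO wells for no effect and 5 µM unlabelled arrestin peptide for full effect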
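Measured by: flow cytometry, FL1 (488/535 nm); Material: AP2 appendage R879A on GSH beads; Evaluation: percent response; Timing: pre-incubation 12 min, peptide binding 1 h, room temperature; Also added: 50 nM FITC-arrestin peptide; Medium: PBS with 0.05% Tween 20 and 0.1% BSA.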
PKA-R1A act: activators of PKA-R1A complex. activation, % at 11.4 µM. hit rate 0.083% among 340,000. PKA-R1A dissociation, Cy5-IP20 fluorescence polarization; scaled: DMSO 0%, 113 µM cGMP 100%;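 active = percent activation above the mean of all tested compounds plus 3 SD, cut at about 19% in these data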;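 also: higher means more PKAc released from R1A so a rise in polarization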
Numbers without * were called inactive; . = no result given.

SMILES,PKA-R1A act,Tat export inh,Ecoli viability,SUMO Mot1 rescue,OPRM1-OPRD1 ag,Arr AP2 block,AddAB inh,PfHsp90 set2,phage Ecoli inh,MOR-DOR inv ag,Pemphigus Ab inh
CCN(C(=O)CSc1nc2ccccc2c(=O)n1CCOC)C1CCS(=O)(=O)C1 (stereo unspecified),2,1,0.2,0,-1.6,24,1.6,-9,0.6,7,.
O=C(CSc1nc2[nH]ncc2c(=O)[nH]1)NCc1ccc(F)cc1,3,-4,-0.3,-2,-1.6,22,3.1,11,1.7,8,132
CCOCCCN(C(=O)Cn1nnc(-c2ccc(OC)c(OC)c2)n1)C(C(=O)NCC1CCCO1)c1ccc(F)cc1 (stereo unspecified),-2,5,-2.7,117,-1.6,3,3.9,1,0.3,9,103
CC(=O)NCCNc1nc2c(-c3cccc(C)c3)nnn2c2ccccc12,0,-4,0.2,1,-2.0,1,1.2,-15,1.7,10,104
NC(=O)NC(=O)COC(=O)CCCCCNS(=O)(=O)c1ccc2c(c1)OCCO2,-4,-3,1.3,-1,0.6,4,-1.1,-8,0.1,-3,100
CCOC(=O)N1CCN(C(=O)c2ccc3nc4ccc(Cl)cc4c(=O)n3c2)CC1,-7,-2,2.0,-8,-1.9,2,2.1,4,-0.1,10,98
COc1ccc(CCNC(=O)c2cc(-c3cc(Cl)cc(Cl)c3)oc2C)cc1,3,0,-2.3,-2,3.1,-5,0.9,-7,0.5,-16,98
CCOC(=O)c1c(-c2ccc(C)o2)csc1NC(=O)CN1CCOCC1,7,-4,0.1,-13,-3.2,4,1.7,-17,2.2,18,.
O=C(Nc1ccc(O)c2c(=O)cc(-c3cccc(Cl)c3)oc12)c1cccc(Cl)c1,-3,4,-3.0,-19,-1.9,-1,-1.6,2,1.0,9,98
O=C(OCc1ccccc1C(F)(F)F)c1cc([N+](=O)[O-])ccc1N1CCOCC1,-13,11,0.4,57,-1.7,-3,0.7,9,0.6,6,97
COc1ccc(NC(=O)c2cccc3c2C(=O)c2ccc(-c4cnc(OC)nc4)cc2S3(=O)=O)cc1,-6,-9,-0.4,-14,-0.4,-8,3.7,-8,-1.4,2,81
OCCNCCCCOc1ccc(OCc2ccccc2)cc1,-14,-10,-0.6,-16,-1.8,20,2.8,5,5.2,9,85
CCOC(=O)Cn1ncc2c(=O)oc3ccccc3c21,0,-2,-0.6,-1,-0.5,-6,1.4,-7,3.7,3,98
CC(=O)Nc1ccc(NC(=O)C(C)OC(=O)C2(c3ccccc3F)CCCC2)cc1 (stereo unspecified),-5,4,-1.5,-3,-0.3,6,3.3,2,1.4,1,.
CCOC(=O)CNC(=O)CNC(=O)c1ccc(OC)cc1,6,-17,-0.2,.,-3.0,2,1.8,12,0.5,16,97
CC(CCc1ccccc1)NC(=O)N1CCOCC1 (stereo unspecified),-2,-1,0.1,-20,-2.4,-2,1.7,9,5.7,12,93
COCCNC(=O)c1csc2c1CCCC2,-4,-2,-0.7,-14,2.4,6,-1.9,1,-0.5,-15,82
O=C1CCC/C=C\C[C@@H](CC(=O)N(CCO)Cc2ccccc2)C(=O)N[C@H](c2ccccc2)CO1,-4,5,-1.4,-8,-1.4,1,1.1,29,-8.0,9,104
Cc1noc(/C=C/N(C)C)c1S(=O)(=O)N1CCC(C(=O)Nc2ccc(Cl)cc2)CC1,-11,-5,1.6,1,-2.6,-9,0.1,-3,2.1,14,96
C/C(=C\C(=O)O)C12CC3CC(CC(C3)C1)C2,-13,1,-0.8,6,-2.3,-7,0.8,-28,2.5,13,98
Cc1ccc(S(=O)(=O)NC(=O)c2ccccc2F)cc1,4,4,2.4,10,0.7,1,-0.7,-12,2.1,-4,102
CC(C)OCCCn1c(SCC(=O)Nc2ccccc2C(F)(F)F)nc2nccnc2c1=O,10,3,-4.7,10,-1.5,16,2.0,0,2.0,8,108
Cc1cccc(NC(=O)c2ccc3[nH]c(=O)c(=O)[nH]c3c2)n1,-3,17,0.4,-15,-1.6,-10,2.7,-1,3.4,8,106
Cc1ccc(SCC(=O)NCCCN2CCOCC2)cc1,5,6,-0.6,7,-1.4,24,3.2,-3,1.9,8,93
COc1ccc(CCNC(=O)c2ccc(CS(=O)Cc3ccc(Cl)cc3)o2)cc1OC (stereo unspecified),5,-6,0.1,1,-2.7,10,-0.8,26,2.2,14,102

2 entries drawn at random from the list so far:
SMILES,PKA-R1A act,Tat export inh,Ecoli viability,SUMO Mot1 rescue,OPRM1-OPRD1 ag,Arr AP2 block,AddAB inh,PfHsp90 set2,phage Ecoli inh,MOR-DOR inv ag,Pemphigus Ab inh
COCCNC(=O)c1csc2c1CCCC2,-4,-2,-0.7,-14,2.4,6,-1.9,1,-0.5,-15,82
COc1ccc(NC(=O)c2cccc3c2C(=O)c2ccc(-c4cnc(OC)nc4)cc2S3(=O)=O)cc1,-6,-9,-0.4,-14,-0.4,-8,3.7,-8,-1.4,2,81

(further entries)
SMILES,PKA-R1A act,Tat export inh,Ecoli viability,SUMO Mot1 rescue,OPRM1-OPRD1 ag,Arr AP2 block,AddAB inh,PfHsp90 set2,phage Ecoli inh,MOR-DOR inv ag,Pemphigus Ab inh
Cc1occc1C(=O)N1N=C(C2CC2)CC1(O)C(F)(F)F (stereo unspecified),6,-2,0.2,2,2.2,11,2.2,-1,1.7,-13,106
COc1ccc(C2NCCC3(O)CCCCC23)c(OC)c1OC (stereo unspecified),-5,4,2.2,-9,0.0,-3,1.1,22,0.6,0,.
O=S1(=O)C=C(SCCN2CCCCC2)c2ccccc21,-4,-10,1.1,-5,-0.4,34,0.6,1,1.7,2,99
COc1cc2ccccc2cc1C(=O)Nc1ccc(C)cc1,-12,8,1.2,-16,0.2,-12,4.5,2,-2.0,-1,99
CCc1nn(C(C)C(=O)N2CCN(c3ccc(OC)cc3)CC2)c(=O)c2cc3occc3n12 (stereo unspecified),0,-6,-0.1,-20,-5.2,24,1.4,-34,-0.6,27,89
COc1cc(CN2CCNC(=O)C2CC(=O)N(C)CCN2CCOCC2)cc(OC)c1 (stereo unspecified),7,-1,.,.,0.1,6,.,11,-2.0,-1,104
CCOc1nc2c(c(=O)n(C)c(=O)n2C)n1Cc1ccccc1Cl,2,-6,0.2,3,1.5,-3,1.9,42,0.5,-9,109
CCC(C)[C@H]1CNCCN1CCC12CC3CC(CC(C3)C1)C2 (stereo partly specified),1,8,0.8,8,0.7,41,2.4,3,4.5,-4,105
COc1ccc(N2C(=O)CC(NNC(=O)c3cc(C)oc3C)C2=O)cc1 (stereo unspecified),0,-9,1.4,-6,-4.5,20,-0.7,-5,2.7,21,94
O=C(NCCCN1CCOCC1)/C(=C/c1ccco1)NC(=O)c1ccccc1,9,6,-2.6,-23,-1.0,3,0.9,21,-0.6,5,104
Cc1ccc(OCc2ccc(C(=O)NN)o2)c([N+](=O)[O-])c1,-8,-4,-0.2,6,0.0,2,0.0,6,0.2,0,.
O=C(NCCCn1ccnc1)c1cc(-c2cccnc2)nc2ccc(Br)cc12,-8,3,-2.8,73,-3.7,19,-1.9,.,2.4,18,116
CSc1nc(C)c(C(=O)Nc2ccccc2)c(C)c1C#N,4,0,1.7,9,3.9,3,0.1,-1,3.9,-21,106
C=CC[C@H](CC(=O)NCCO)C(=O)NC[C@@H](OC(=O)[C@@H](CC=C)CC(=O)OC(C)(C)C)c1ccccc1,-6,-8,-1.7,-1,0.2,5,1.1,12,3.6,-1,102
CCOc1cc2[nH]c(=S)n(CCN3CCCCC3CC)c(=O)c2cc1OCC (stereo unspecified),-9,0,-0.9,5,0.3,2,4.9,24,5.6,-2,.
COCCNC(=O)c1ccccc1NC(=O)Nc1ccccc1,7,-2,1.6,.,-1.1,-5,-0.2,-11,2.6,5,101
CC(=O)N1CCN(Cc2nc3cc(NC(=O)c4ccc(Cl)cc4)ccc3n2C)CC1,0,25,0.2,-11,2.1,18,0.7,-6,1.6,-11,97
Cc1nc2nc(SCC(N)=O)[nH]c2cc1Br,-4,-2,1.5,779,-0.1,14,3.2,4,2.0,0,.
CCc1nnc(NC(=O)CCNC(=O)c2ccco2)s1,-15,-12,-2.8,2,1.4,40,-1.5,-2,3.6,-9,.
CCC(C)(C(=O)NC1CCCCC1)N(C(=O)c1ccccn1)c1ccc(C)cc1 (stereo unspecified),0,9,-1.5,1,-2.7,1,0.7,54,3.3,17,.
O=C(Nc1ccc(N2CCN(C(=O)c3ccccc3)CC2)c(Cl)c1)c1cccnc1,3,-7,-2.8,-15,1.7,-4,0.7,66,3.4,-10,.
CC(C)CCNC(=S)Nc1ccc2nc3n(c(=O)c2c1)CCCCC3,-2,2,-1.3,-17,-1.7,13,-1.0,-12,3.1,10,100
O=C(c1ccc(CSc2nc3ccncc3[nH]2)cc1)N1CCCCC1,-2,-7,-2.5,-9,-1.0,-1,-2.9,6,-0.1,6,103
OC(COc1ccc(OCc2ccccc2)cc1)CN1CCOCC1 (stereo unspecified),-4,-7,-1.5,9,0.3,7,1.4,-37,1.0,-2,98
O=C(Nc1ccc2nc3n(c(=O)c2c1)CCCCC3)C(=O)N1CCN(c2ccc(F)cc2)CC1,-10,3,1.6,-4,-3.5,0,3.6,-19,-0.6,17,103
O=C(OCc1nc2ccsc2c(=O)[nH]1)c1ccc(Cl)nc1,4,0,1.2,-4,-4.0,0,4.2,-29,2.6,19,103
C[C@H](NC(=O)N1CCn2c1nc1ccccc12)C(=O)NCCc1ccccc1,17,2,-0.6,11,.,2,2.0,19,-2.2,.,99
O=c1cc(CSc2ccc(Cl)cc2)[nH]c2[nH]n(-c3ccccc3)c(=O)c12,-2,-5,-0.6,-17,-0.4,14,-1.3,-13,1.8,2,97
CCCCCCCCCc1nc(N)n[nH]1,-2,13,1.5,-33,-3.0,5,3.9,8,2.0,15,99
O=C(c1ccc(F)cc1)N1CCCCC(Sc2nnc3ccccn23)C1=O (stereo unspecified),11,1,-1.4,-16,-2.2,0,-0.5,9,1.4,13,96
CCn1c(SCc2nc3ccccc3c(=O)[nH]2)nc2ccccc2c1=O,5,4,0.5,-14,-2.9,27,-0.5,-16,1.3,16,101
COc1ccc(CC(=O)N2CCNC2=O)cc1,2,1,0.2,440,-1.8,-4,1.5,-54,1.6,9,93
Cc1cccc(NC(=O)Cn2nnc3ccccc32)c1,13,1,1.3,6,-3.5,12,2.8,2,5.9,18,102
Cc1cccc(-n2ccc(=O)c(C(=O)Nc3ccc(S(=O)(=O)Nc4nccc(C)n4)cc3)n2)c1,0,1,-2.7,209,-4.0,-3,1.9,-7,2.7,20,99
O=C(O)c1cc2c(cn1)[nH]c1ccccc12,-3,-14,3.6,-24,-4.3,-16,5.0,1,3.0,20,111

The order is random (roughly 2.8% active in at least one column).
